# Assay outcomes as filed in PubChem.
# BRCA1 expr act – BRCA1 expression activation; MCF7-BRCA1-FFLuc reporter, luminescence, 48 h; response scale: scaled: vehicle 0%, 10 µM genistein 100%; Potency, µM (titrated, usually from 46.1 µM), for inactives: top-dose activation, usual class: activators; 380,000 compounds, 1.1% hits; further: potency means the concentration at half of the fitted maximal effect; nearly all actives have a fitted effect of over 80% in size; some results filed as inactive show a strong effect at the top dose
#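 MCF7 cells carrying a BRCA1-firefly luciferase reporter (2000 cells/well, phenol-red free MEM) were attached for 2 h at 37 °C, then given compounds for 48 h. Luminescence was read 15 min after luciferase reagent; activity normalized to genistein (10 microM) and DMSO.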
# NPC1 promoter act – activates the NPC1 promoter; Huh7 NPC1 promoter luciferase reporter, 24 h; Potency, µM (highest dose often 9.22 µM), for inactives: at the top dose activation, actives largely listed as activators; 320,000 compounds, 2.4% hits;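 further: potency means the concentration at half of the fitted maximal effect; % of control where 0% means no effect; nearly all actives have a fitted effect of over 60% in size; reporter is driven by a mutant NPC1 promoter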
#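 Compounds in DMSO were transferred onto Huh7 NPC1-luciferase reporter cells pre-incubated 2 h; after 24 h at 37 °C, Amplite reagent was dispensed and luminescence recorded 10 min later.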
# p53 reactivator – mutant p53 re-activation in reporter cells; H1299 p53-A138V BP100-luciferase reporter, luminescence, 24 h; 320,000 compounds, 0.063% hits; Potency, µM (highest dose often 92.2 µM), for the others: top-dose activity change, positive = activation, actives largely listed as activators; AID 504706; further: potency means the concentration at half of the fitted maximal effect; % of control where 0% means no effect; nearly all actives have a fitted effect of over 45% in size
#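 H1299 (p53-null), stable ts p53-A138V + BP100-Luc; 1000 cells/well, Opti-MEM/10% FBS; cpd 4 pt, 1:5; 24 h, 37 deg C, 5% CO2; detection reagent 10 min RT; luminescence.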
# Rab9 promoter act – activates the Rab9 promoter; 320,000 compounds, 2.8% hits; Potency, µM (titrated, usually from 9.22 µM), for inactives: top-dose activation, negative = inhibition, usual class: activators; Huh7 Rab9 promoter-luciferase reporter, luminescence, 24 h; further: potency means the concentration at half of the fitted maximal effect; % of control where 0% means no effect; nearly all actives have a fitted effect of over 60% in size
#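 Cells were plated at 1500 per well in reduced-serum medium with 10% FBS and left 2 h. Compound in DMSO was then added for 24 h at 37 °C. Reporter signal was read by luminescence after 10 min with luciferase detection reagent.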
# ELG1 genotoxic – induces genotoxicity in HEK293T cells with luciferase-tagged ELG1; 330,000 compounds, 1.3% hits; Potency, µM (series often up to 46 µM), for inactives: at the top dose activity change, positive = activation, actives largely listed as activators; HEK293T ELG1-luciferase reporter, luminescence, 16 h; AID 504466; further: potency means the concentration at half of the fitted maximal effect; % of control where 0% means no effect; nearly all actives have a fitted effect of over 60% in size
#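 Screening used a luciferase reporter fused to human ELG1 in HEK293T cells. Luminescence was read on a CCD plate imager after 16 hr exposure and 30 min ONE-Glo incubation.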
# FLuc modulator – firefly luciferase modulation, counter-screen for miR-21 project | P08659 | purified FLuc, Km substrates, luminescence inhibition | Potency, µM (top dose mostly 57.5 µM), without a hit: at the top dose activity change, negative = inhibition, actives largely listed as inhibitors | 360,000 compounds, 6.9% hits | AID 588342;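 further: potency means the concentration at half of the fitted maximal effect; plate controls were vehicle for no effect and reference inhibitor for full effect; nearly all actives have a fitted effect of over 55% in size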
# Target sequence (P08659 whole entry, looked up): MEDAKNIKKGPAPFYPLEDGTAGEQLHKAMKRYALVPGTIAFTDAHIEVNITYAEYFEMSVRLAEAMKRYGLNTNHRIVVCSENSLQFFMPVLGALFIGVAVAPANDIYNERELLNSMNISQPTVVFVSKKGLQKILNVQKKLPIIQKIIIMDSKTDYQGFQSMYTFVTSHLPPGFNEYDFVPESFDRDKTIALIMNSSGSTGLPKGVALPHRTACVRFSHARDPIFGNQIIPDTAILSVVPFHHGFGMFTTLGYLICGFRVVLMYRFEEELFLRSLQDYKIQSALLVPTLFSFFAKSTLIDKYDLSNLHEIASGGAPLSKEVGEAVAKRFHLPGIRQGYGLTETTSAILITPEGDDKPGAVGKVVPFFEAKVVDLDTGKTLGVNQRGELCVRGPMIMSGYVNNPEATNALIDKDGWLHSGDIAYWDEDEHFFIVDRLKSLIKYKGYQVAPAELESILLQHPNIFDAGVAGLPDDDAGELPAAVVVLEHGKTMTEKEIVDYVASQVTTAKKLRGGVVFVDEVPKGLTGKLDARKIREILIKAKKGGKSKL
#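 Biochemical qHTS of compounds, final roughly 60 µM downward over six points, against 10 nM purified firefly luciferase using Km concentrations of substrates (10 uM D-luciferin, 10 uM ATP) in Tris acetate pH 7.5 buffer; luminescence output.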
# Giardia kill – kills Giardia lamblia; activity change, % at 7.66 µM, hits read low; 340,000 compounds, 0.15% hits; Giardia lamblia trophozoite viability; in the data active means activity change below about -80%; inconclusive means between about -30% and that limit;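 further: parasites exposed to compound for two days anaerobically before the ATP read; on the % scale 0 is the no-effect control and ±100 the full control effect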
#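 Compounds were tested on trophozoites seeded at 100 cells/well and held 48 hrs at 37 deg C anaerobically. An ATP-based luminescent kit measured the remaining live cells.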
# Starred values were filed as active, the others as inactive; u = inconclusive; x = no result given; & = joins results of further samples; [ ] = another dose, or the depositor's remark. Unless noted, the call rests on the fitted dose curve; in most records, active means well fitted curve in the direction sought with a large enough effect; inconclusive means small, poorly fitted or top-dose-only effect, or another doubt; inactive means no such curve, though single readings can be large; an effect the other way counts as inactive or inconclusive. Only part of the results is shown; count on the stated rates, not on these rows.
nr	Compound	p53 reactivator	BRCA1 expr act	ELG1 genotoxic	NPC1 promoter act	Giardia kill	Rab9 promoter act	FLuc modulator
1	CC(=O)N[C@@H](Cc1ccc(O)cc1)C(=O)N[C@H](C(=O)N[C@@H](C)C(=O)N[C@H](C#N)CC(=O)O)C(C)C	x	x	x	-1.4%	x	2.5%	0.8%
2	Cn1c2cc(B(O)O)sc2c2cnn(Cc3c(F)cccc3Cl)c(=O)c21	x	x	x	-11.3%	x	2.0%	-1.0%
3	CC1Cn2cc(C(=O)Nc3ccccc3C(F)(F)F)c(=O)c3c(Cl)ccc(c32)O1 (centres undefined)	x	x	x	-1.5%	x	-5.3%	6.1%
4	COc1ccc(C2Nc3ccccc3C(=O)N2Cc2ccccc2)cc1COc1ccc(Cl)cc1Cl (centres undefined)	x	x	x	-2.6%	x	2.2%	12.7%
5	Cn1c2cc(Br)sc2c2cnn(Cc3c(F)cccc3F)c(=O)c21	x	x	x	7.6%	x	-3.1%	8.7%
6	CCOCCn1c(=O)c2c(nc3n2CCN3c2ccc(C)c(C)c2)n(C)c1=O	x	x	x	-3.3%	x	-12.0%	-0.5%
7	CC(=O)NC(c1ccco1)c1cc(Cl)c2ccc(N(C)C)nc2c1O (centres undefined)	x	x	x	4.7%	x	7.4%	-21.9%
8	COc1cc(C2OC(=O)c3c2ccc(OC)c3OC)ccc1O (centres undefined)	x	x	x	-24.4%	x	-3.1%	-3.1%
9	Nc1ccc(Nc2cc(O)c3ncccc3c2)cc1	x	x	x	-33.9%[inhibitor]	x	-37.2%[inhibitor]	u
10	Cc1ccccc1NC(=O)CSc1nc(-c2cccs2)nc2cc(=O)[nH]n12	x	x	x	2.2%	x	-2.5%	5.4%
11	CNC(=O)c1c[nH]c2ccc(S(=O)(=O)Nc3cccc(Cl)c3C)cc2c1=O	x	x	x	1.9%	x	0.0%	u
12	O=c1c2ccccc2oc2ccc(-c3ccc4cc[nH]c4c3)cc12	x	0.0%	u	x	-26.8	x	x
13	CC(=O)Nc1ccc2nc3c(=O)[nH]c(=O)[nH]c3nc2c1	x	2.8%	x	x	-2.8	x	-3.1%
14	Cc1ccc(OCC(=O)Nc2nnc(SCc3cc(=O)n4cccc(C)c4n3)s2)cc1	x	19.3%	x	x	-1.8	x	-13.6%
15	COc1ccc(NC(=O)c2cccn2-c2nnc(N3CCCCC3)s2)cc1	x	12.4%	x	x	7.5	x	u
16	COc1cccc2c1cc1c(=O)n(CC(=O)N3CCN(c4cccc(C)c4C)CC3)nc(C)n12	x	-0.3%	x	x	9.9	x	2.0%
17	COc1ccc(-c2nc3ccccc3o2)cc1NC(=O)COc1ccc(C(C)(C)C)cc1	x	16.3%	x	x	5.6	x	-1.2%
18	CCOC(=O)c1cc(OC(=O)c2ccccc2Cl)n(-c2ccccc2)n1	x	3.9%	x	x	20.6	x	-10.6%
19	CCc1ccc(C(=O)c2c(N)c(-c3nc(-c4ccc5c(c4)OCO5)cs3)c3ccccn23)cc1	x	0.0%	x	x	-3.7	x	-7.9%
20	COc1ccc(-c2c(C)nn3c(-c4ccccc4)cc(-c4ccccc4)nc23)cc1OC	x	-7.2%	x	x	4.1	x	-7.4%
21	COc1ccccc1CNS(=O)(=O)c1ccc2[nH]c3c(c2c1)CCCCC3	x	-42.0%	x	x	0.7	x	-9.9%
22	O=C(NCc1ccccc1Cl)c1ccc(Nc2nc3ccccc3n3nnnc23)cc1	x	0.0%	x	x	10.0	x	-3.0%
23	O=C(Nc1cccc(-c2nc3ccccc3o2)c1)c1cc([N+](=O)[O-])ccc1N1CCOCC1	x	-15.5%	x	x	-3.0	x	u
24	COc1ccc(C2=CC(c3cccc(C)c3)n3nnnc3N2)cc1 (centres undefined)	x	1.5%	x	x	-5.7	x	-7.9%
25	O=C(Nc1cccc2cccnc12)c1ccc(F)cc1	x	-20.6%	x	x	20.2	x	15.1µM*

# Three entries drawn at random from the list so far, as already listed:
nr	Compound	p53 reactivator	BRCA1 expr act	ELG1 genotoxic	NPC1 promoter act	Giardia kill	Rab9 promoter act	FLuc modulator
10	Cc1ccccc1NC(=O)CSc1nc(-c2cccs2)nc2cc(=O)[nH]n12	x	x	x	2.2%	x	-2.5%	5.4%
12	O=c1c2ccccc2oc2ccc(-c3ccc4cc[nH]c4c3)cc12	x	0.0%	u	x	-26.8	x	x
21	COc1ccccc1CNS(=O)(=O)c1ccc2[nH]c3c(c2c1)CCCCC3	x	-42.0%	x	x	0.7	x	-9.9%

# Later entries.
nr	Compound	p53 reactivator	BRCA1 expr act	ELG1 genotoxic	NPC1 promoter act	Giardia kill	Rab9 promoter act	FLuc modulator
26	O=C(Nc1nc2nc(-c3ccccc3)cc(=O)n2[nH]1)c1ccc(Cl)cc1	x	4.1%	x	x	-7.6	x	u
27	COC(=O)c1c(NC(=O)CCCOc2ccc(C)cc2)sc2c1C(C(=O)OC)CC2 (centres undefined)	x	4.0%	x	x	16.4	x	u
28	CCOc1cc2sc(N3CCC(C(=O)Nc4ccc(C)cc4)CC3)nc2cc1Br	x	u	x	x	-3.3	x	-8.8%
29	O=C(Cn1c(=O)c(CNc2ccccc2)cc2cc3c(cc21)OCCO3)Nc1ccccc1Cl	x	-11.6%	x	x	2.2	x	-7.5%
30	Cc1ccc(OCCn2c(CCNC(=O)C3CCCCC3)nc3ccccc32)cc1	x	4.9%	x	x	-8.5	x	4.7%
31	Oc1c(C(Nc2ccccn2)c2ccccc2F)ccc2cccnc12 (centres undefined)	x	-47.2%	x	x	-13.1	x	-13.9%
32	Cc1cc(C)cc(OCCCn2c(CCNC(=O)C3CCCCC3)nc3ccccc32)c1	x	0.0%	x	x	-28.5	x	u
33	Cc1ccccc1OCCn1c(CCNC(=O)C2CCCCC2)nc2ccccc21	x	-13.5%&-7.3%	x	x	8.9&12.1	x	0.1%
34	COC(=O)c1c(NC(=O)CCCOc2ccc(C(C)(C)C)cc2)sc2c1C(C(=O)OC)CC2 (centres undefined)	x	10.0%	x	x	-5.2	x	u
35	Cc1ccc(NC(=O)c2c(NC(=O)Cc3ccccc3)sc3c2CCCC3)cc1	x	15.8%	x	x	4.2	x	2.7%
36	O=c1cc(-c2ccccc2)nc2cc(-c3ccc(F)cc3)[nH]n12	x	-10.2%&4.3%	x	x	15.0	x	u
37	COc1ccc(-c2nc3ccccc3s2)cc1NC(=O)COc1cccc(C)c1	x	-11.8%	x	x	-7.0	x	u
38	CCCCn1c(SCC(=O)NCCCOC)nc2c(sc3ccccc32)c1=O	x	19.5%	x	x	-19.8	x	0.9%
39	Cc1ccc2scc(N3CCN(c4cccc(C(F)(F)F)c4)CC3)c(=O)c2c1	x	-0.9%	x	x	35.0[activator]	x	-7.1%
40	Cc1ccc(OCC(=O)Nc2ccc(-c3nc4ccc(C)cc4o3)cc2)cc1	x	0.891µM*	x	x	-21.3	x	-2.0%
41	CCCCC(CC)CNC(=O)c1ccc2c(=O)n(CCOC)c(=O)[nH]c2c1 (centres undefined)	x	-6.0%	x	x	15.0	x	-4.9%
42	CCOC(=O)c1cc2c(=O)n3ccccc3nc2n(C)c1=NC(=O)c1c(-c2c(F)cccc2Cl)noc1C	x	0.0%	x	x	9.3	x	-4.6%
43	Cc1ccc(S(=O)(=O)Cc2nc(-c3ccc(C(=O)NCc4ccccc4F)cc3)oc2C)cc1	x	4.6%	x	x	8.0	x	-10.6%
44	COc1ccc(C(=O)c2sc3nc(-c4ccc(C)cc4)cc(C(F)(F)F)c3c2N)cc1	x	-3.0%	x	x	-14.7	x	-0.7%
45	Cc1ccc(Nc2c(-c3ccc(C)o3)nc3cccc(C)n23)cc1	x	-46.2%	x	x	2.0	x	-19.6%
46	COc1ccc(NC(=O)c2oc3ccc(S(=O)(=O)N4CCOCC4)cc3c2C)c(OC)c1	x	-8.1%	x	x	-12.3	x	-3.8%
47	CCc1cccc(NC(=O)CSc2nc3ccccc3nc2N2CCCCC2)c1	x	0.0%	x	x	2.9	x	-1.2%
48	Cc1ccc(Cn2c(CO)cnc2SCC(=O)Nc2ccc(C)c(Cl)c2)cc1	x	-26.8%	x	x	21.8	x	-15.6%
49	O=C(CSc1ncccc1C(=O)Oc1ccccc1Cl)Nc1ccccc1Cl	x	11.2µM*	x	x	-10.5	x	-15.8%
50	O=C(COc1ccccc1Cl)Nc1ccc(-c2nc3ccccc3s2)cc1	x	u	x	x	6.2	x	-1.8%
51	COc1ccc(CN2CCc3nc(Nc4ccccc4)ncc3C2)c(OC)c1OC	x	0.4%	x	x	-13.9	x	2.6%
52	COc1ccc(NC(=O)CSc2nc3c(oc4ccccc43)c(=O)n2Cc2ccco2)cc1Cl	x	14.4%	x	x	-6.6	x	-2.6%
53	O=C(CSc1nc2ccsc2c(=O)n1-c1ccc(Br)cc1)NCc1ccccc1	x	0.0%	x	x	4.5	x	-2.3%
54	COc1ccc(S(=O)(=O)NCc2nc3nc(C)cc(C)n3n2)cc1	x	-5.0%	x	x	-0.1	x	-0.1%
55	CCc1nc(-c2cc(S(=O)(=O)N3CCN(c4ccccc4F)CC3)ccc2OC)no1	x	-0.8%	x	x	-5.7	x	-3.8%
56	CCOc1ccc(NC(=O)c2nc(S(=O)(=O)Cc3ccccc3F)ncc2Cl)cc1	x	-5.0%&-7.9%	x	x	-11.0	x	-3.5%
57	Cc1ccc(C)c(CN2C(=O)c3ccccc3Sc3ccc(C(=O)NCc4ccc5c(c4)OCO5)cc32)c1	x	0.0%	x	x	5.9	x	1.1%
58	N#Cc1c2ccc([N+](=O)[O-])cc2[n+]([O-])n1-c1ccccc1	-29.9%	x	u	-33.7%[inhibitor]	x	-41.6%[inhibitor]	x
59	CCN1C(=O)[C@H]2[C@H]3CN=C(SCc4ccc(C(=O)OC)cc4)N3[C@@](C)(C(=O)OC)[C@H]2C1=O	3.9%	8.3%	4.7%	x	-4.7	x	x
60	Nn1c(SCC(=O)NCCc2ccc(S(N)(=O)=O)cc2)nnc1C1CCCCC1	-1.4%	7.5%	-1.5%	x	6.1	x	x
61	CCCc1cc(=O)[nH]c(SCC(=O)Nc2cc(S(=O)(=O)N3CCOCC3)ccc2N(CC)CC)n1	-0.2%	-64.9%	7.2%	x	3.1	x	x
62	COc1cc(C#Cc2c(-c3cncn3C)n(C)c3ccc(Br)cc23)cc(OC)c1	-2.9%	-8.9%	-3.9%	x	-8.0	x	x

# Full records from above:
# `Cc1ccc(Cn2c(CO)cnc2SCC(=O)Nc2ccc(C)c(Cl)c2)cc1` as listed: p53 reactivator: x; BRCA1 expr act: -26.8%; ELG1 genotoxic: x; NPC1 promoter act: x; Giardia kill: 21.8; Rab9 promoter act: x; FLuc modulator: -15.6%
# `O=c1cc(-c2ccccc2)nc2cc(-c3ccc(F)cc3)[nH]n12` as listed: p53 reactivator: x; BRCA1 expr act: -10.2%&4.3%; ELG1 genotoxic: x; NPC1 promoter act: x; Giardia kill: 15.0; Rab9 promoter act: x; FLuc modulator: u
